# Assay outcomes: PubChem BioAssay, Fisher Drug Discovery Resource Center
# NPYLR7 ag: agonists of mosquito NPYLR7 receptor, primary screen, cell-based, Aedes aegypti, calcium fluorescence, mosquito biting behavior | Aedes aegypti neuropeptide Y-like receptor 7 (NPYLR7) | HEK293T NPYLR7/Galpha15, GCaMP6s calcium fluorescence | activation, % at 10 µM | 270,000 compounds, 0.15% hits; in the data active means activation above about 40%;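 further: 0% = vehicle and 100% = reference agonist at the receptor; some compounds past the cut are filed as inactive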
# mcGAS inh: cyclic GMP-AMP synthase inhibitors, mouse, primary biochemical chemiluminescence; Q8C6L5; recombinant cGAS, Kinase-Glo ATP depletion luminescence; inhibition, % at 12.5 µM; 160,000 compounds, 0.15% hits;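 further: 0% = negative control wells and 100% = reference inhibitor with no enzyme activity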
# hcGAS inh: Primary biochemical luminescence assay for human cyclic GMP-AMP synthase inhibitors; AID 1259398, 2018; inhibition, % at 12.5 µM; recombinant h-cGAS, ATP depletion, Kinase-Glo luminescence; 290,000 compounds, 0.081% hits;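 further: 0% = vehicle reaction and 100% = reaction without DNA for no activity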
# Target sequence (Q8N884 whole entry, looked up): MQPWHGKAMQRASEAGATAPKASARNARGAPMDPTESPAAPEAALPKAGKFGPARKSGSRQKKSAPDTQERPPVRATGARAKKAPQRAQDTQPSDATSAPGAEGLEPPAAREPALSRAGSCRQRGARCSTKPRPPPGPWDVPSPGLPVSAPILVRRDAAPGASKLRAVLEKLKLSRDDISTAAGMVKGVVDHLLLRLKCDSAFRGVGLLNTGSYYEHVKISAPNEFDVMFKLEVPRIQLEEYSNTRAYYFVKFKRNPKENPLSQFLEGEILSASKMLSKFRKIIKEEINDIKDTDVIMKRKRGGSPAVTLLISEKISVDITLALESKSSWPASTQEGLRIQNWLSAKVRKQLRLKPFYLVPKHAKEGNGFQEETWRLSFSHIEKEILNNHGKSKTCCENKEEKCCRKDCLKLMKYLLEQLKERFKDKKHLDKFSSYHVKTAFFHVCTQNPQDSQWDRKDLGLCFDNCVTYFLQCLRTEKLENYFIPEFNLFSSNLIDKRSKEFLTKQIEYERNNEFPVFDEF
# The depositor's hits bear a star; x = not tested or not shown; & = joins results of further samples. Unless noted, no stated cut-off is given here; in the data, active means inhibition above about 40%; inactive means the rest. An excerpt, so the mix of outcomes need not match the whole.
mol	NPYLR7 ag	mcGAS inh	hcGAS inh
CN1CCC(C(=O)NCC2(N3CCCC3)CCCCC2)(c2ccccc2)CC1	x	0	3
CC(=O)OC1CCC23C(=O)OC45CCC(C6=CC(=O)OC6)C4(C)CCC2C5CCC3(O)C1 (stereo not drawn)	x	0	3
COc1cc(C=C2C(=O)N(C)C(=O)N(C)C2=O)ccc1Oc1ccc([N+](=O)[O-])cc1C#N	-5	-6	-5
c1cnc2c(c1)CN(Cc1cc3n(n1)CCCNC3)CC2	-2	x	1
O=[N+]([O-])c1cc([N+](=O)[O-])cc(C(F)(F)F)c1	9	x	-6
O=P(O)(O)Cc1c(Cl)cccc1Cl	-4	x	24
COc1ccc(C(=O)O)cc1OC	x	-3	0
O=C(NCc1ccccc1)c1ccc(Br)c(S(=O)(=O)N2CCCCC2)c1	8	-8	4
CCN(CC)P1(=S)OC(c2cccs2)=Nc2cc(N(C)C)ccc21 (stereo not drawn)	2&6	-6	-7&-8
Cc1ccc(NC2=NC(C)(C)CS2)cc1Cl	2	x	-14
CCCc1cnc(N2CCN3CCN(C)CC3C2)nc1 (stereo not drawn)	-1	x	-7
COc1ccc(C(=O)C2CCCN(Cc3cnc(N)nc3)C2)c(OC)c1 (stereo not drawn)	1	-5	-2
COCC#CCN1CCC(C)CC1c1ccco1 (stereo not drawn)	-5	x	-13
Oc1ccccc1N1CCN(CCc2ccccn2)CC1	0	x	-8
Cc1ccc(NP(C(C)C)C(C)C)nc1	-1	-8	-8
CC1(C)C(C(Cl)Cl)C2(Cl)C(Cl)C(Cl)C1(Cl)C2(Cl)Cl (stereo not drawn)	-9	x	-5
CN1CCN(c2ccc(CO)cc2F)CC1	-3	x	-10
CCN(CCCl)CCOC(C)=O	2	-4	-7
Cc1ccc2[nH]cc(CN3C[C@H](N(C)C)C[C@H]3CO)c2c1	5	x	-2
S=C(NC1CCCCC1)N1CCC(c2cnc[nH]2)CC1	1	-5	-3

# Individual results from the results shown.
# Entry for CC(=O)OC1CCC23C(=O)OC45CCC(C6=CC(=O)OC6)C4(C)CCC2C5CCC3(O)C1 (stereo not drawn) in mcGAS inh: 0
# Entry for CN1CCC(C(=O)NCC2(N3CCCC3)CCCCC2)(c2ccccc2)CC1 in mcGAS inh: 0

# An excerpt of these results, with two lines to a compound.
# Results follow in this order: NPYLR7 ag, mcGAS inh, hcGAS inh
> CC1(C)C(C(Cl)Cl)C2(Cl)C(Cl)C(Cl)C1(Cl)C2(Cl)Cl (stereo not drawn)
 : -9, x, -5
> Cc1ccc(NP(C(C)C)C(C)C)nc1
 : -1, -8, -8
> O=P(O)(O)Cc1c(Cl)cccc1Cl
 : -4, x, 24
> CCCc1cnc(N2CCN3CCN(C)CC3C2)nc1 (stereo not drawn)
 : -1, x, -7
> CCN(CC)P1(=S)OC(c2cccs2)=Nc2cc(N(C)C)ccc21 (stereo not drawn)
 : 2&6, -6, -7&-8
> c1cnc2c(c1)CN(Cc1cc3n(n1)CCCNC3)CC2
 : -2, x, 1
> O=C(NCc1ccccc1)c1ccc(Br)c(S(=O)(=O)N2CCCCC2)c1
 : 8, -8, 4

# Random excerpt: 2 records from the list, in no set order.
mol	NPYLR7 ag	mcGAS inh	hcGAS inh
Cc1ccc(NC2=NC(C)(C)CS2)cc1Cl	2	x	-14
COCC#CCN1CCC(C)CC1c1ccco1 (stereo not drawn)	-5	x	-13

# Continued.
mol	NPYLR7 ag	mcGAS inh	hcGAS inh
Cc1cccc(NC(=O)c2cc3cccnc3n(Cc3ccccc3F)c2=O)c1	17	x	-14
O=P(c1ccccc1)(c1nc2ccccc2s1)N1CCOCC1 (stereo not drawn)	-1	-4	-1
OC[C@@H]1CCCN2CCCC[C@H]12	x	-4	-7
c1cc2c(c(-c3cc(N4CCCC4)cnn3)c1)CCNC2	1	-9	-5
N#CCCN(CC(=O)Nc1ccc(C#N)c(Cl)c1)C1CCOCC1	13	-17	-9
O=C1CCC[C@H]2[C@H]3CCCN4CCCC(=CN12)[C@@H]34	7	-5	4
CCOC(=O)c1c(C)c(P(=S)(N2CCOCC2)N2CCOCC2)n(C)c1C	2	x	-4
CCc1ccccc1NC(=O)c1cccn(Cc2ccc(F)cc2)c1=O	13	x	-7
N#Cc1ccc(C(=O)N2C[C@@H]3C[C@H](C2)c2c(-c4cccc(C#N)c4)ccc(=O)n2C3)cc1	-7	-6	0
CCN(CC)P1(=S)c2c(C)nn(-c3ccccc3)c2N=C(c2ccccc2F)N1C (stereo not drawn)	-1	-5	-9
CC1OP(=S)(C(Nc2ccccc2)c2ccccc2)OC1C (stereo not drawn)	6	x	-8

# 3 structures out of the list, ordered by number of heavy atoms, smallest number first:
mol	NPYLR7 ag	mcGAS inh	hcGAS inh
OC[C@@H]1CCCN2CCCC[C@H]12	x	-4	-7
N#CCCN(CC(=O)Nc1ccc(C#N)c(Cl)c1)C1CCOCC1	13	-17	-9
CCOC(=O)c1c(C)c(P(=S)(N2CCOCC2)N2CCOCC2)n(C)c1C	2	x	-4
